Screening data from PubChem BioAssay.
ERAP1 HTS inh: human ERAP1 aminopeptidase inhibitors, primary screen, biochemical, single point, plate reader; inhibition, % at 10.7 µM; Endoplasmic reticulum aminopeptidase 1 (Homo sapiens), Q9NZ08; hit rate 0.15% among 340,000; recombinant ERAP1, Leu-AMC fluorescence, 60 min;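 active means mean replicate inhibition of at least 30%, or all replicates individually reaching that 30% level; inactive means mean below 30% and not every replicate reaching it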;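 further: 0% = neutral control wells and 100% = L-leucinethiol positive control wells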
S100A4 MyoIIA: inhibitors of S100A4-myosin IIA peptide binding, primary screen, biochemical, fluorescence polarization, TAMRA-MyoIIA peptide. Protein S100-A4 (Homo sapiens), P26447. inhibition, % at 10.7 µM. hit rate 0.14% among 360,000;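 active means mean inhibition of at least 70% across replicates, with every replicate also reaching that level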
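assay system = human S100A4 monomer with TAMRA-labelled myosin IIA peptide | also added = labelled myosin peptide probe, 5 nM | incubation = 5 min between mix addition and reading | control set = DMSO and TFP controls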
ERp5 block: inhibitors of ERp5-driven insulin aggregation, primary screen, biochemical, turbidity, absorbance 650 nm, single point; Protein disulfide-isomerase A6 (Homo sapiens), Q15084; 90 min; inhibition, % at 9.99 µM; hit rate 0.05% among 350,000; AID 651711, 2012;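 active means mean replicate inhibition above about 25%, with every replicate also reaching it, limit read from the data, passing the limit was not always enough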
Target sequence (Q15084 whole entry, looked up): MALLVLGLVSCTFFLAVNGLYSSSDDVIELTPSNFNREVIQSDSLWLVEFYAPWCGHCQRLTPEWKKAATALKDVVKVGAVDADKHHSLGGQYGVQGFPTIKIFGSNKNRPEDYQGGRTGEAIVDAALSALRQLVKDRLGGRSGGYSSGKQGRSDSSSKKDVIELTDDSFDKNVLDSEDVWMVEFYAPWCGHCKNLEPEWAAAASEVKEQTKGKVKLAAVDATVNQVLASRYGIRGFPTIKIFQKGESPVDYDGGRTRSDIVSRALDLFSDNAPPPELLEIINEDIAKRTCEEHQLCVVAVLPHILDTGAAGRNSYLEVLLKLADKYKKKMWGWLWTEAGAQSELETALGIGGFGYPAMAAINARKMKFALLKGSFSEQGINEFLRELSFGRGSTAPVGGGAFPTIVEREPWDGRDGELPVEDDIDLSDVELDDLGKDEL
RAD54 inh: inhibitors of human RAD54 branch migration, primary screen, biochemical, fluorescence, single point. AID 602329, 2012. hit rate 0.14% among 360,000. inhibition, % at 10.4 µM. DNA repair and recombination protein RAD54-like (Homo sapiens), Q92698. RAD54 Holliday junction branch migration, FAM/BHQ fluorescence;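 active means mean normalized replicate activity at least 40 and at least half of replicates scoring 40 or more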;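 further: 0% = median of neutral control wells and 100% = median of positive control wells; inhibitors cause a drop in the FAM fluorescence signal; in these data hits start at about 50%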
esBAF inh: Bmi1 luciferase reporter increase in mESCs, primary screen, esBAF inhibitor project, mouse ES cells, Bmi1 luciferase knock-in, single point. 24 h; 100% = twice the neutral-well signal. reporter increase, % at 12.5 µM. hit rate 2% among 350,000. AID 602393, 2012; in the data active means activation above about 40%;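 further: 0% = median of the plate's neutral control wells and 100% = double that signal; a rise in the Bmi1 reporter signal indicates esBAF inhibition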
RAD52 anneal inh: RAD52 DNA annealing inhibitors, primary screen, biochemical, FRET, single point, set 2; hit rate 0.46% among 360,000; AID 651710, 2012; recombinant RAD52 DNA annealing, FRET fluorescence; inhibition, % at 18.7 µM; DNA repair protein RAD52 homolog (Homo sapiens), P43351;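 active means every replicate showing at least 50% inhibition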
Xi reactivation: activators of inactive X chromosome reactivation, primary screen, imaging, XiGFP fibroblasts, GFP high-content imaging, set 2. XiGFP mouse fibroblasts, % GFP-positive cells imaging, 3 d; cells co-treated with 5-aza-dC sensitizer; scaled so ellipticine positive control = 100%. hit rate 0.055% among 360,000. activation, % at 7.58 µM;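 active means mean normalized replicate activation at least 10% and every replicate at or above 10%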;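 further: 0% = median of on-plate neutral control wells and 100% = ellipticine 6 µM median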
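Assay system – SV40-immortalized XiGFP fibroblast cells, line 68-5-11 · Buffer or medium – DMEM supplemented with 5-aza-dC as sensitizing agent · Dosing – one concentration, pinned · Benchmarks – positive control ellipticine, 6 µM final · Times – 3 days compound exposure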
E-selectin induc: E-selectin induction in HUVECs, primary screen, imaging, HUVEC, immunofluorescence imaging, single point. P16581. normalized: neutral wells 0, TNF-alpha wells 100. activation, % at 7.58 µM. hit rate 0.37% among 260,000. AID 686992, 2013;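 active means mean E-selectin-positive cell signal at least 10% of the positive control, reached in at least 60% of replicates, without over 20% cell loss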;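 further: in these data hits start at about 27%; measured in HUVEC primary endothelial cells; signal is the percent of cells scored E-selectin positive by PE staining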
Target sequence (P16581 whole entry, looked up): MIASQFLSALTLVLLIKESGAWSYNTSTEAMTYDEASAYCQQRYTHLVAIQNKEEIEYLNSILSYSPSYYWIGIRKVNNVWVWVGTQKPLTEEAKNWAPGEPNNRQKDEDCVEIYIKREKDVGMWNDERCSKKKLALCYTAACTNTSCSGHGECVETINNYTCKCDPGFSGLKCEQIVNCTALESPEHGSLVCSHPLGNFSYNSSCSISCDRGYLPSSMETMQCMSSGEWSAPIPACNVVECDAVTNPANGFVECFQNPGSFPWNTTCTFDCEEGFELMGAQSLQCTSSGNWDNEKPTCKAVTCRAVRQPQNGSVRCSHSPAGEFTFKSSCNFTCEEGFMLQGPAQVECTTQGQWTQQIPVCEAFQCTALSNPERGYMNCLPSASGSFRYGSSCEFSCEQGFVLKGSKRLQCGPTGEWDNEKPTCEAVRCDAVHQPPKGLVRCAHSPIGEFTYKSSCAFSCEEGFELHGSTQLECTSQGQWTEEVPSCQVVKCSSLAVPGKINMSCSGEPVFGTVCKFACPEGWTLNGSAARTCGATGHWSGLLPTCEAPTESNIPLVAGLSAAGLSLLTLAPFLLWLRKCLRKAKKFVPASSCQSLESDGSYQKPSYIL
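Read-out: % PE-positive cells | Test system: HUVEC | Doses: One compound dose added by pin transfer | Buffer or medium: EGM-2 over gelatin coat | Signal: Immunofluorescence imaging | Benchmarks: TNF-alpha, DMSO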
The depositor's hits bear a star; . = not tested or not shown; & = joins results of further samples.

SMILES	ERAP1 HTS inh	S100A4 MyoIIA	ERp5 block	RAD54 inh	esBAF inh	RAD52 anneal inh	Xi reactivation	E-selectin induc
COc1ccc(C(=O)c2coc3ccc(O)c(CN4CCOCC4)c23)cc1	0	-3	4	14	31	-13	0.0	-0.1
O=C(Nc1cc(F)ccc1F)N[C@H]1CC[C@@H](CCn2cc(C3CC3)nn2)O[C@@H]1CO	1	-29	-5	8	-1	-9	-0.3	0.0
COc1cc(/C=C(\C#N)C(=O)NCC2CCCO2)ccc1OCC(=O)O (configuration not stated)	3	-1	8	-1	.	-14	0.0	.
CC(=O)c1cccc(NC(=O)NCCc2c[nH]c3ccccc23)c1	.	-6	-7	.	.	-15	-0.1	3.9
C[C@@H]1CCCCO[C@@H](CN(C)C(=O)CCC(F)(F)F)[C@H](C)CN([C@@H](C)CO)C(=O)c2cc(NC(=O)c3ccccc3)ccc2O1	-6	7	-1	-4	9	14	-0.1	-0.1
CO[C@@H]1CN(C)C(=O)c2cc(NC(=O)c3cc(C)on3)ccc2OC[C@@H](C)NC[C@H]1C	.	6	13	6	-4	0	0.0	-0.2
CCN(C[C@H]1N[C@@](CC)(C(=O)OC)[C@H]2C(=O)N(Cc3ccccc3)C(=O)[C@@H]12)C(=O)c1ccc(F)cc1	1	-4	6	-10	-2	-12	-0.1	.
Cc1ccc(C)c(C(=O)OCC(=O)NC(=O)NCc2ccccc2)c1	0	4	2	-6	-2	-17	0.2	0.0
C[C@@H]1CCCCO[C@H](CN(C)C)[C@@H](C)CN([C@H](C)CO)C(=O)c2cc(NS(=O)(=O)c3ccc(Cl)cc3)ccc2O1	0	-8	-4	3	-2	10	-0.1	-0.1
C(=N\N=C\c1ccccc1)/c1ccccc1	1	2	-1	.	.	-10	0.0	.
COc1ccc(CNC(=O)CN2C(=O)C3C4C=CC(C4)C3C2=O)cc1 (configuration not stated)	2	-1	0	.	.	-5	0.1	0.3
COc1cccc(C2NC(CC(C)C)(C(=O)O)C3C(=O)N(Cc4ccccc4)C(=O)C23)c1O (configuration not stated)	2	-2	3	-29	-6	-10	.	.
O=C(c1cc(COc2ccc(F)cc2Cl)on1)N1CCN(C2CCCCC2)C(=O)C1	2	-4	-4	1	.	-15	0.6	-1.1
FC(F)(F)c1cccc(CNC2CCN(Cc3ccccc3)CC2)c1	0	-5	0	-11	7	1	0.0	0.1
O=C(C1=C[C@@H](c2ccc(Br)cc2)C[C@@H](OCCCCO)O1)N1CCOCC1	1&-1	1&5	0&0	-14	2	-25&7	0.0	-0.1
CC1CCN(CCNC(=O)C2CCCN(c3ncnc4c3nc3n4CCCCC3)C2)CC1 (configuration not stated)	3	-5	1	5	-6	-4	0.1	.
OCc1ccc(-c2ccc3nccn3c2)cc1	1	0	7	-2	4	-11	0.1	-0.1
CCOc1ccc(Cl)cc1S(=O)(=O)N1CCC(C(=O)NCC2CCCO2)CC1 (configuration not stated)	-1	0	5	-6	-13	-8	0.2	.
Nc1nc(Cl)cc(Oc2ccc([N+](=O)[O-])cc2)n1	-2	0	8	15	5	-5	0.0	.
Cc1ccc(-c2ocnc2C(=O)Nc2nc(C)cs2)cc1	-3	4	2	-8	27	-19	0.0	.
CCN(CC(=O)NCc1ccc(Cl)cc1)C(=O)c1cc2ccccc2o1	-4	22	0	-3	3	-13	.	.
C[C@H](CO)N1C[C@H](C)[C@H](CN(C)Cc2ccc(C(F)(F)F)cc2)Oc2ccc(NC(=O)CCN3CCOCC3)cc2CC1=O	0	-4	0	-3	4	4	0.4	.
CC(C(=O)NC1CCCCC1)N1C(=O)c2cccc3cccc1c23 (configuration not stated)	0	-1	1	-2	3	-14	0.1	-0.2
CCCC(=O)Nc1nnc(-c2ccc(Cl)s2)o1	5	-3	2	-10	-9	-3	0.0	-0.1
Cc1ccc(Cl)cc1NC(=O)COC(=O)c1ccccc1O	-4	-7	-4	1	.	-9	0.5	.

Three of the entries above in order of their number in ERAP1 HTS inh, lowest first:
Compound	ERAP1 HTS inh
Cc1ccc(-c2ocnc2C(=O)Nc2nc(C)cs2)cc1	-3
COc1ccc(C(=O)c2coc3ccc(O)c(CN4CCOCC4)c23)cc1	0
CC1CCN(CCNC(=O)C2CCCN(c3ncnc4c3nc3n4CCCCC3)C2)CC1 (configuration not stated)	3

Next results follow.
SMILES	ERAP1 HTS inh	S100A4 MyoIIA	ERp5 block	RAD54 inh	esBAF inh	RAD52 anneal inh	Xi reactivation	E-selectin induc
C=CCOc1ccc2nnc(C)n2n1	0	-3	3	.	.	-27	0.3	-0.2
CCC(C)c1ccccc1NC(=O)c1[nH]c(C)c(C(C)=O)c1C (configuration not stated)	-1	9	5	-1	-11	-7	0.0	.
C[C@H]1CN([C@@H](C)CO)C(=O)c2cccc(NC(=O)c3nc4ccccc4s3)c2O[C@H]1CN(C)CC1CCCCC1	0	2	-1	10	-3	1	-0.2	0.0
COc1ccc(-c2sc3cc(OC)c(OC)cc3c2C#CC(C)(C)O)cc1	0	-12	6	-7	12	3	0.1	0.5
O=C(N[C@H]1CC[C@@H](CCn2cc(C3CCCCC3)nn2)O[C@H]1CO)c1cccnc1	0	8	0	5	-1	-14	-0.1	0.0
Cc1ccc(C(=O)O)cc1NC(=O)CCc1ccccc1	1	0	7	-5	-5	-22	0.0	.
CC(=O)Nc1ccc(SCC(=O)O)cc1	-2	2	6	6	-2	-6	0.0	-1.2
COCCCn1c(SCC(=O)Nc2nnc(C)s2)nnc1-c1ccoc1C	5	-1	3	-7	-6	-19	.	.
CC1CCc2c(C(=O)Nc3ccccn3)csc2C1 (configuration not stated)	.	-2	-2	.	.	2	.	0.3
COC(=O)C1=CN(c2ccc(F)cc2)C(N)=C(C#N)C1c1ccc(-c2ccccc2)cc1 (configuration not stated)	.	-4	-1	.	.	7	-0.1	0.1
CCCC#Cc1cnc2c(c1)C(=O)N([C@H](C)CO)C[C@H](C)[C@@H](CN(C)CCC)O2	0	4	4	-4	-1	-6	-1.2	0.6
CCN(Cc1cnn(C)c1)Cc1nc(Cc2ccccc2Cl)no1	6	-6	5	.	.	-2	0.2	.
Nc1nc(-c2ccccc2)c(CCCNc2ccccc2)c(=O)[nH]1	-3	-4	4	7	-2	-23	0.0	-0.1
CCN(CC)c1nc(N)c(C#N)c(CC#N)c1C#N	10	-6	1	-4	-2	-38	0.0	0.0
COc1ccccc1NC(=O)c1cc(=O)[nH]c2ccccc12	2	-6	1	-1	-3	-10	0.0	1.9
C[C@H](CO)N1C[C@H](C)[C@@H](CN(C)Cc2ccc(C(=O)O)cc2)Oc2c(cccc2N(C)C)C1=O	1&-2	11&2	0&1	-1&-6	-5&-6	-2&-7	-0.9&0.1	-0.1&0.0
O=C(CSc1nc2ccccc2o1)N/N=C/c1ccc(C(=O)O)cc1	-22	-6	-4	3	.	-8	0.2	.
CO[C@H]1CN(C)C(=O)c2ccc(NS(C)(=O)=O)cc2OC[C@@H](C)N(Cc2cncnc2)C[C@@H]1C	-2	16	0	-3	0	3	0.1	0.0
COc1ccccc1N1C(=O)CC(N(O)c2ccccc2)C1=O (configuration not stated)	.	-1	15	.	.	-3	0.1	1.3
CC(C)(C)c1cc(CN(CCO)CCO)c(O)c(C(C)(C)C)c1	1	0	-1	-2	1	7	0.0	-1.7
COc1ccc(C(=O)CCc2ccccc2)c(O)c1	.	1	5	.	.	9	0.0	0.4
Fc1cccc(NCCc2c[nH]c3ccccc23)n1	-3	-1	1	10	27	6	0.0	0.4
NC(=NC1CCCCC1)c1ccc(Cl)cc1	3	0	0	.	.	-9	0.1	.
CC[C@]12c3[nH]c4ccc(OC)cc4c3CCN1C(=O)C(CC(=O)NCCc1ccccn1)C[C@@H]2C(=O)N1CCN(C(=O)c2ccco2)CC1 (some centres not stated)	.	3	1	-12	3	-19	-0.1	-0.1
CC(C)NC(=O)N(C)C[C@@H]1Oc2c(NC(=O)c3ccc(-c4nccs4)cc3)cccc2C(=O)N([C@H](C)CO)C[C@H]1C	0	-5	10	2	7	9	0.0	91*

Next entries
SMILES	ERAP1 HTS inh	S100A4 MyoIIA	ERp5 block	RAD54 inh	esBAF inh	RAD52 anneal inh	Xi reactivation	E-selectin induc
C=CC1=C2C=C(C3CC3)N(CCCN(CC)CC)C=C2C(=O)C(C)(OC(=O)c2ccco2)C1=O (configuration not stated)	3	18	3	-11	.	20	-0.3	-0.1
COc1ccc(-c2cc(=Nc3ccc(C(=O)O)cc3)c3cc(C)ccc3o2)cc1	-2	-14	-11	5	-3	-13	0.0	1.3
COc1ccc(CN2CCNC(=O)C2CC(=O)N(C)Cc2nccn2C)cc1OC (configuration not stated)	-3	0	5	-8	-8	-12	0.0	.
O=C(C[C@H]1C=C[C@@H](NC(=O)CC2CC2)[C@H](CO)O1)NCC(F)(F)F	-2	15	-2	3	-3	-3	0.1	-0.1
CO[C@H]1CN(C)C(=O)c2ccc(NS(=O)(=O)CC(F)(F)F)cc2OC[C@H](C)N(CC2CCCCC2)C[C@@H]1C	3	-2	1	.	.	7	-0.2	-0.4
O=C(NCc1ccc(F)cc1)c1cc(C2CCCCN2S(=O)(=O)c2ccccc2)on1 (configuration not stated)	-1	-1	0	12	8	-8	-0.1	-0.2
CCC(=O)N(C)C[C@H]1Oc2ncc(Br)cc2C(=O)N([C@@H](C)CO)C[C@@H]1C	-3	-2	-1	0	-1	2	-0.8	73*
Cc1coc(=N)n1CC(=O)c1ccc(Cl)cc1	-2	-11	1	.	.	-25	0.0	-1.0

An excerpt of these results, with each value named.
Compound: CO[C@H]1CN(C)C(=O)c2ccc(NS(=O)(=O)CC(F)(F)F)cc2OC[C@H](C)N(CC2CCCCC2)C[C@@H]1C
  ERAP1 HTS inh = 3
  S100A4 MyoIIA = -2
  ERp5 block = 1
  RAD54 inh = .
  esBAF inh = .
  RAD52 anneal inh = 7
  Xi reactivation = -0.2
  E-selectin induc = -0.4

Compound: O=C(NCc1ccc(F)cc1)c1cc(C2CCCCN2S(=O)(=O)c2ccccc2)on1 (configuration not stated)
  ERAP1 HTS inh = -1
  S100A4 MyoIIA = -1
  ERp5 block = 0
  RAD54 inh = 12
  esBAF inh = 8
  RAD52 anneal inh = -8
  Xi reactivation = -0.1
  E-selectin induc = -0.2
